GlmU inhibition = inhibition of mycobacterial GlmU enzyme – biochemical, glucosamine-1-phosphate acetyltransferase (AID 1376) | M. tuberculosis GlmU acetyltransferase enzyme assay; higher % means a stronger effect | inhibition, %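 (tested at 30 µM in the primary screen)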; hits with a dose series show IC50 in µM | actives 0.25% (n = 220,000); in the data active = inhibition above about 13%;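 also: 0% = complete reaction with vehicle and 100% = reaction without substrate; strong numbers were not always called active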
Mtb RmlCD inh = inhibitors of Mycobacterium tuberculosis RmlC and RmlD coupled enzymes | P9WH09+P9WH11 | RmlC+RmlD coupled enzyme assay, percent inhibition; primary screen in compound mixtures | inhibition, % at 3.6 µM | actives 0.03% (n = 160,000) | AID 1533; in the data active = inhibition mostly above about 34%, no sharp cut-off; also: some results filed as inactive read as strong as hits
Target sequence (P9WH09 whole entry, looked up): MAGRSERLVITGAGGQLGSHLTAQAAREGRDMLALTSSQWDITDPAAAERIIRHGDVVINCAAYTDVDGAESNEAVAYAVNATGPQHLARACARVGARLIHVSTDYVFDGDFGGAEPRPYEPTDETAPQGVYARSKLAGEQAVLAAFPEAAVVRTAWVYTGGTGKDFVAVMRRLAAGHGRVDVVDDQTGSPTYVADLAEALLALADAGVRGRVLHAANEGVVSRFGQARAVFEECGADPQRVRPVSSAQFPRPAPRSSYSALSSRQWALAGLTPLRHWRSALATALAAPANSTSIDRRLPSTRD
Target sequence (P9WH11 whole entry, looked up): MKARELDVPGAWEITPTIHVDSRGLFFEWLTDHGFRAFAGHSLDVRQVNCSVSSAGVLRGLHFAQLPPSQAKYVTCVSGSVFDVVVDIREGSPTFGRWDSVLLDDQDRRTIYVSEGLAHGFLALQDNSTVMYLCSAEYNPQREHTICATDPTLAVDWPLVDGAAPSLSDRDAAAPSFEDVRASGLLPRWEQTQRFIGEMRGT
* marks the source's active call; other numbers are inactive results; . = no result given. Not all compounds are listed (hit frequency here may not be typical).

molecule | GlmU inhibition | Mtb RmlCD inh
CC(C)(C)N(CC#CCC(O)(c1ccccc1)C1CCCC1)CCO (stereo unspecified) | -1.8% | -5.7
Cc1ccc(C(=O)NC2(O)C(=O)c3ccccc3C2=O)cc1C | 7.9% | 2.2
O=C(NCc1cccc(Cl)c1)c1ccc2nc[nH]c2c1 | 6.2% | -6.9
Oc1ccc(C(=S)N2CCN(c3cccc(Cl)c3)CC2)cc1 | -1.0% | 6.0
COc1cccc(OC)c1C(=O)NC(=O)Nc1c(F)c(F)c(F)c(F)c1F | -4.4% | 10.5
Cc1occc1C(=O)OCC(=O)Nc1ccc(F)cc1 | 1.6% | .
COc1cc(NC(=O)c2ccc(Br)o2)ccc1NC(=O)c1ccccc1Cl | 5.3% | 0.3
Cc1ccc(C(C)C)c(OCC(=O)c2c(O)c3ccccc3oc2=O)c1 | 4.1% | .
O=C(CCC(=O)N1CCc2ccccc21)Nc1ccccc1 | 4.2% | .
Cc1cc2ncn(S(=O)(=O)N3CCCCC3)c2cc1C | 4.0% | -14.3
O=C(Oc1ccc([N+](=O)[O-])cc1)c1ccc2ccccc2n1 | 3.6% | 4.7
CC(=O)N1N=C(c2cccc(Cl)c2)OC1c1ccc(C(C)C)cc1 (stereo unspecified) | 2.5% | -11.5

Next part; it opens with the 4 that closed the last part.
molecule | GlmU inhibition | Mtb RmlCD inh
O=C(CCC(=O)N1CCc2ccccc21)Nc1ccccc1 | 4.2% | .
Cc1cc2ncn(S(=O)(=O)N3CCCCC3)c2cc1C | 4.0% | -14.3
O=C(Oc1ccc([N+](=O)[O-])cc1)c1ccc2ccccc2n1 | 3.6% | 4.7
CC(=O)N1N=C(c2cccc(Cl)c2)OC1c1ccc(C(C)C)cc1 (stereo unspecified) | 2.5% | -11.5
Oc1c(Cl)cc(Cl)cc1/C=N/c1nccs1 | 4.5% | .
CC(=O)c1ccc(N2Cc3ccccc3C2=NC(=O)c2cccs2)cc1 | 0.8% | 9.2
COc1cccc(OCC(=O)O)c1 | 10.9% | -6.5
CC(C)(C)C(=O)CSc1ncccn1 | -1.5% | -10.3
CC(C)(C)c1cc(/C=N/NC(=O)Cc2nc3ccccc3[nH]2)cc(C(C)(C)C)c1O | -1.2% | .
Cc1ccc(S(=O)(=O)N(Cc2cc3ccc(C)cc3[nH]c2=O)c2ccccc2)cc1 | -12.7% | 8.8
CN1C(=O)/C(=C/c2ccc(N3CCCCCC3)o2)C(=O)NC1=S | 3.6% | .
COc1ccc(C2CC(=O)C=C(NC3CCCC3)C2)cc1 (stereo unspecified) | -2.0% | .
CC1CN(/C(=N\S(=O)(=O)c2ccccc2)c2ccccc2)CC(C)O1 (stereo unspecified) | -2.9% | 3.8
CCOC(=O)N1CCC(NC(=O)c2ccc3c(=O)n4c(nc3c2)CCCC4)CC1 | 2.6% | 11.5
CCN1C(=S)SC(=O)C1=C1C=C(C)N(CCO)C(C)=C1 | 4.1% | 0.7
CCOC(=O)c1c(-c2cccs2)csc1NC(C)=O | -1.4% | .

Continued.
molecule | GlmU inhibition | Mtb RmlCD inh
CCn1nc(C)c(/C=N/NC(=O)CSc2ccccn2)c1C | 0.8% | 52.6
CCCn1nnc(NC(=O)/C=C/c2cc(Br)ccc2OC)n1 | 1.6% | -11.7
CCOC(=O)C1CCCN(c2c(NCC3CCCN3CC)c(=O)c2=O)C1 (stereo unspecified) | -1.4% | -13.2
CCN1CCN(S(=O)(=O)c2cccc([N+](=O)[O-])c2)CC1 | 1.2% | 12.6
COc1ccc(CC(=O)Nc2nnc(C(C)(C)C)s2)cc1OC | -2.0% | 6.0
CCOC(=O)C1=C(C)NC(=S)NC1c1ccc(-c2cccc(Cl)c2C)o1 (stereo unspecified) | -0.4% | .
Cc1nn(CC(=O)NC(C)c2ccccc2)c(=O)c2ccccc12 (stereo unspecified) | 0.5% | .
CCN1C(=O)C(NC(C)=O)c2cc(Br)ccc21 (stereo unspecified) | 0.9% | .
Cc1ccc(NC(=O)c2ccc3c(c2)[nH]c(=O)n3C(C)C)cc1 | 2.3% | -7.6
COc1cccc(NC(=O)C(NCCC(C)C)c2ccccc2)c1 (stereo unspecified) | 7.6% | 2.4
Cc1ccccc1NS(=O)(=O)c1ccc(F)cc1 | 1.7% | .
COc1ccc(Nc2nc(N)nc(SCc3nnc(C)s3)n2)cc1 | -3.5% | 0.7

Next part.
molecule | GlmU inhibition | Mtb RmlCD inh
COc1cc(-c2nn3c(Cc4ccccc4)nnc3s2)cc(OC)c1OC | -5.3% | 23.1
Cc1ccc(NC(=S)N/N=C/c2c(C)nn(-c3ccccc3)c2N2CCCC2)cc1 | -4.6% | -7.4
CCOC(=O)c1c(/N=C/c2ccc(C)cc2O)sc2c1CCN(C)C2 | 1.3% | 3.9
CC(C)OCCCNC(=O)C1CCC(=O)N1C1CCCC1 (stereo unspecified) | -4.2% | .
NC(=O)C1CCN(C(=O)CSc2nc3ccccc3s2)CC1 | 1.4% | 4.1
O=C(NCc1cccnc1)c1cc(-c2ccccc2)on1 | 2.5% | 3.2
Cc1ccc(C(=O)NNC(=O)CSc2nnc(-c3ccccc3)n2Cc2ccccc2)cc1 | 7.9% | 7.8
COc1cccc(/C=N/NC(=S)NCc2ccco2)c1OC | -9.2% | 5.3
CCN(CC)C(=O)c1cc(Cl)ccc1NC(=O)c1ccco1 | 3.5% | 4.8
N#C/C(=N/Nc1ccc([N+](=O)[O-])cc1)C(=N)N1CCCCC1 | -0.2% | 3.3
COC(=O)Cc1cc(=O)n2[nH]c(SC)nc2n1 | 1.5% | 0.8
COCCN1C(=O)c2oc3ccccc3c(=O)c2C1c1ccc(O)c(OC)c1 (stereo unspecified) | 0.7% | 4.0

Next part
molecule | GlmU inhibition | Mtb RmlCD inh
N#Cc1nc(COc2ccc(Cl)cc2Cl)oc1N1CCOCC1 | 0.7% | -7.7
CC(C)N(CCC(C(N)=O)(c1ccccc1)c1ccccn1)C(C)C (stereo unspecified) | -3.2% | .
COC(=O)c1ccc(C(=O)OC)c(NC(=O)CSCc2ccc(Cl)cc2)c1 | 0.8% | 3.9
Cc1ccc(C(=O)NCC2CCCO2)cc1[N+](=O)[O-] (stereo unspecified) | 1.0% | .
CC1CN(S(=O)(=O)c2cccc(C(F)(F)F)c2)CC(C)O1 (stereo unspecified) | -1.8% | -4.5
COc1cc(NC(=O)SC2=NCCS2)cc(OC)c1 | 3.3% | 2.3
COc1ccc(C(C)=O)cc1CSc1nncn1C | 2.1% | 9.1
COc1cc(C2C3=C(Nc4ncnn42)c2ccccc2CC3)cc(OC)c1OC (stereo unspecified) | -0.9% | .
O=C(NCc1ccco1)C(c1cccnc1)N(C(=O)Cn1nnc2ccccc21)c1ccccc1 (stereo unspecified) | -0.1% | .
Cc1ccc(CNc2cc(-c3nn4c(C)nnc4s3)ccc2C)s1 | 0.3% | 22.2
Cc1nc2nc[nH]n2c(=O)c1NS(=O)(=O)c1ccc(F)cc1 | 2.5% | 3.5
Cc1ccccc1C(=O)Nc1ccccc1C(=O)N/N=C\c1ccco1 | -2.2% | -10.9

(cont.)
molecule | GlmU inhibition | Mtb RmlCD inh
O=c1c(Cl)c(N2CCN(S(=O)(=O)c3ccc(F)cc3)CC2)cnn1-c1cccc(Cl)c1 | -2.6% | .
Cn1c(SCC(=O)Nc2ccc(F)cc2)nnc1-c1cccnc1 | 8.3% | 14.2
Cc1nnc(SCC(=O)NNC(=O)c2ccco2)n1-c1ccccc1 | -6.4% | 8.5
Cn1c(CNc2ccccn2)c(C#N)c2ccccc21 | 0.8% | 10.0
C[n+]1c2n(c3ccccc31)N=C(c1ccc(Br)cc1)CS2 | -6.2% | 8.2
O=C(CN1CCN(Cc2ccccc2)CC1)NC(c1ccccc1)c1ccccc1 | 3.5% | .
Cc1cc(C(=O)CN2CCCCC2)c(C)n1-c1ccc(F)cc1 | 4.9% | -4.8
CCc1ccc2c(c1)CCCN2C(=O)c1ccccc1C(=O)O | 3.0% | 9.5
CC1=C(C(=O)OC(C)C)C(c2c(O)ccc3ccccc23)NC(=O)N1 (stereo unspecified) | 3.8% | .
COc1cccc(-c2nnc(SCN3C(=O)c4ccccc4C3=O)n2C)c1 | 5.8% | .
COc1ccc(NC(=O)c2nn(C)c(=O)c3ccccc23)cc1S(=O)(=O)Nc1ccccc1Cl | 2.2% | 6.8
O=C(CCN1C(=O)c2ccccc2S1(=O)=O)N1CCN(c2ccccc2)CC1 | -0.2% | 15.3

Additional entries.
molecule | GlmU inhibition | Mtb RmlCD inh
NS(=O)(=O)c1ccc(CCNC(=O)CSc2nnc3ccccn23)cc1 | 1.6% | 1.5
CC(C)CC(C(=O)OCC(=O)Nc1cccc(Cl)c1)N1C(=O)C2CC=CCC2C1=O (stereo unspecified) | -0.1% | -8.3
N#Cc1cccn1-c1nccc(-c2cccs2)n1 | -1.8% | 7.7
O=C(c1ccc(-c2cc3ccccc3oc2=O)cc1)N1CCN(c2ccc(Cl)cc2[N+](=O)[O-])CC1 | 9.5% | .
Cc1oc2c(O)c(O)ccc2c(=O)c1-c1cnn(-c2ccccc2)c1 | 15.0%* | .
C=CCn1c(C)cc(C(=O)COc2ncnc3sccc23)c1C | 7.4% | 7.6
Cc1ccc(-c2csc3ncn(CC(=O)N4CCOCC4)c(=O)c23)cc1C | 1.2% | 11.7
O=C(CNC(=O)c1ccc(S(=O)(=O)N2CCCCC2)cc1)N/N=C/c1ccco1 | 3.3% | 15.6
COc1ccc(-c2nc(NC(=O)c3cc(C(C)(C)C)nn3C)sc2C)cc1 | -1.9% | 7.5
O=C(Nc1ccc(-c2csc(-c3ccccc3)n2)cc1)c1ccccc1 | 0.7% | .
N#CC1=C(N)NC(SCC(=O)O)=C(C#N)C12CCCC2 | 2.9% | 4.9
Cc1ccccc1C(=O)Nc1cc(-c2cc(C(C)(C)C)oc2C)nn1C | 1.2% | -9.3

The list continues.
molecule | GlmU inhibition | Mtb RmlCD inh
CCOC(=O)C1CCCN(C(=O)c2cc3ccccc3oc2=O)C1 (stereo unspecified) | 4.8% | -6.1
Oc1ccc(-c2cn3ccccc3n2)cc1 | -0.6% | -5.7
O=S(=O)(c1cccc(-c2nc3n(n2)Cc2ccccc2-3)c1)N1CCCC1 | -0.2% | 1.6
C=CCOC(=O)CC(NC(=O)c1ccccc1)c1ccccc1 (stereo unspecified) | 4.9% | -0.3
Cc1noc(C)c1C(=O)NC1CCCc2ccccc21 (stereo unspecified) | 0.6% | -6.3
Cc1cc(C(=O)NCC23CC4CC(CC(C4)C2)C3)c(C)o1 | 0.7% | .
COC(=O)c1c(C(=O)OC)c(-c2ccc(Cl)cc2)n2c1CS(=O)(=O)C2 | -8.3% | -10.2
COC(=O)c1ccc(OCC(=O)c2ccc(C)c(C)c2)cc1 | -5.9% | -5.0
CCOC(=O)c1oc2ccccc2c1NC(=O)c1cc(OC)cc(OC)c1 | -6.9% | 13.5
CCCCC(=O)NCCNc1nc2c(c(=O)n(C)c(=O)n2C)n1Cc1ccc(F)cc1 | -0.1% | .
CC1(C)CC[C@@]23CC[C@]4(C)[C@@](OC2=O)(C3C1)[C@H]1O[C@H]1C1[C@@]2(C)CC[C@H](O)C(C)(C)C2CC[C@]14C (stereo partly specified) | 2.7% | .
O=c1oc2ccccc2c(O)c1C(c1ccc([N+](=O)[O-])cc1)c1c(O)c2ccccc2oc1=O | 122µM* | -7.2

(next part)
molecule | GlmU inhibition | Mtb RmlCD inh
COc1ccc(-c2cc(C(F)F)n3ncc(C(=O)Nc4cc(C)on4)c3n2)cc1 | 6.6% | -0.5
NC(=O)c1ccsc1NC(=O)Cc1ccc([N+](=O)[O-])cc1 | 1.5% | -4.5
O=C(c1cc(-c2ccccn2)nc2ccccc12)N1CCN(c2ncccn2)CC1 | 4.3% | -4.9
N#CCSc1nc2c(cc1C#N)CCCC2 | 0.9% | 28.0
O=C(NCc1ccco1)c1ccc(Cl)c(S(=O)(=O)Nc2ccccc2)c1 | -3.0% | .
Cn1nc(NC(=O)C2CCC2C(=O)O)c2c(F)cccc21 (stereo unspecified) | -5.6% | -9.8
Cc1ccccc1C(=O)Nc1ccc(O)cc1C(=O)O | 3.4% | 35.7
Clc1ccc(-c2c[n+](Cc3ccc(Br)cc3)c3n2CCCCC3)cc1 | -2.9% | 39.2
O=C(COc1ccc(Cl)cc1Cl)NCc1ccncc1 | 10.1% | .
CCCCCOC(=O)NC1CCS(=O)(=O)C1 (stereo unspecified) | 7.6% | 6.8
CCN1CCN(c2nc(Nc3cccc(F)c3)nc(N)c2[N+](=O)[O-])CC1 | 5.1% | .
CCC1CCCCN1CC(=O)c1c(C)[nH]c2ccc(OC)cc12 (stereo unspecified) | -2.3% | 6.5

2 of the compounds above, with values under each structure:
Each structure is followed by: GlmU inhibition	Mtb RmlCD inh
> Cc1ccc(C(=O)NNC(=O)CSc2nnc(-c3ccccc3)n2Cc2ccccc2)cc1
    7.9%	7.8
> O=c1c(Cl)c(N2CCN(S(=O)(=O)c3ccc(F)cc3)CC2)cnn1-c1cccc(Cl)c1
    -2.6%	.

Next part.
molecule | GlmU inhibition | Mtb RmlCD inh
COc1ccc(C(=O)N2c3ccccc3C=CC2C#N)cc1 (stereo unspecified) | 4.8% | 7.1
Cc1noc(C)c1S(=O)(=O)NCC(=O)O | 1.9% | 25.7
O=C(N/N=C/c1c(O)n(Cc2ccco2)c(=O)[nH]c1=O)c1ccccc1O | -7.0% | -9.0
CCCN1Cc2cccc(C(=O)N3CCN(c4cc(Cl)ccc4C)CC3)c2C1=O | -0.1% | .
Cc1cc(Oc2ccc(=O)n(C)n2)nc(SCC(N)=O)n1 | -2.3% | -4.1
COCCn1nnnc1C(c1ccccc1OC)N1CCN(c2ccccc2)CC1 (stereo unspecified) | 1.0% | 9.5
Cc1ccc(Cl)cc1NC(=O)c1cccc(OC(F)F)c1 | 2.7% | .
CCC(=O)Nc1sc2c(c1C(N)=O)CCN(C(C)=O)C2 | 6.6% | 4.0

High-throughput results from PubChem BioAssay.
